Screening data as filed in PubChem BioAssay.
Mito fusion yeast: blocks mitochondrial division or promotes mitochondrial fusion; S. cerevisiae fusion-defective mutant growth rescue, CellTiterGlo 48 h; Potency, µM (highest dose often 46.1 µM), inactives show at the top dose growth rescue (activation), usual class: activators; hit rate 0.23% among 320,000; AID 485298;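 further: potency means the concentration at half of the fitted maximal effect; % of control where 0% means no effect; nearly all actives have a fitted effect of over 45% in size; temperature-sensitive fusion mutants such as fzo1-1 at 37 °C on non-fermentable ethanol glycerol medium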
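Growth-rescue viability read-out: after 48 h at the non-permissive 37C in glycerol/ethanol YPEG, yeast mitochondrial fusion mutants are measured by CellTiterGlo luminescence; compounds (23 nl pinned per well) restoring growth score as division inhibitors or fusion activators.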
Integrin act MD: activates integrin-mediated alleviation for muscular dystrophy; alpha7betagal myoblasts, beta-gal FDG fluorescence, 48 h; Potency, µM (top dose mostly 38.3 µM), without a hit: at the top dose activation, hits mostly activators; hit rate 0.064% among 350,000; AID 624291;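 further: potency means the concentration at half of the fitted maximal effect; 100% = response of the positive control SU9516; nearly all actives have a fitted effect of over 60% in size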
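alpha7betagal+/- myoblasts (passage 13, 250/well) treated 48 h at 37C with compounds at 1:260 dilution of DMSO stock. Lysed, then beta-galactosidase activity read as FDG fluorescence (ex 480/em 540) after 30 min, with pre-read for autofluorescence.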
S-ASM inh: human S-ASM enzyme inhibition | placental ASM, HMU-PC fluorogenic substrate, 60 min | AID 504937 | P17405 | hit rate 0.006% among 340,000 | Potency, µM (highest dose often 57.5 µM), for inactives: at the top dose activity change, negative = inhibition, most hits filed as inhibitors; further: potency means the concentration at half of the fitted maximal effect
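HMU-PC0 cleavage (9 uM final) by human placental ASM, 60 min at 37 °C following 10 min compound exposure at RT; stopped at pH 10, fluorescence Ex 386/Em 447 nm.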
TSHR antagonist: human thyrotropin receptor antagonism; P16473; TSHR-expressing cells, TSH-stimulated cAMP HTRF, 2 h; hits give low values; activity change, negative = inhibition, % at 11.5 µM; hit rate 0.2% among 330,000; AID 504810;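 active means activity change below a set negative limit, meaning inhibition stronger than a set level, cut at about -70% in these data; inconclusive means activity change between two set negative limits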; further: on the % scale 0 is the no-effect control and ±100 the full control effect
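Competitive HTRF cAMP read-out (cryptate anti-cAMP antibody, cAMP-d2; 30 min, room temperature) in freshly harvested TSHR cells. Compounds added before TSH at EC80 (4nM final), followed by 2 hours' incubation at 37 deg C.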
Tb PFK inh: T. brucei PFK enzyme inhibition | O15648 | T. brucei PFK, ADP-Glo luminescence | Potency, µM (doses to about 57.5 µM), without a hit: at the highest dose activity, negative = inhibition, hits mostly inhibitors | hit rate 0.17% among 330,000 | AID 485367;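 further: potency means the concentration at half of the fitted maximal effect; 0% = uninhibited 1x PFK enzyme wells and -100% = no-enzyme wells; nearly all actives have a fitted effect of over 60% in size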
Target sequence (O15648 whole entry, looked up): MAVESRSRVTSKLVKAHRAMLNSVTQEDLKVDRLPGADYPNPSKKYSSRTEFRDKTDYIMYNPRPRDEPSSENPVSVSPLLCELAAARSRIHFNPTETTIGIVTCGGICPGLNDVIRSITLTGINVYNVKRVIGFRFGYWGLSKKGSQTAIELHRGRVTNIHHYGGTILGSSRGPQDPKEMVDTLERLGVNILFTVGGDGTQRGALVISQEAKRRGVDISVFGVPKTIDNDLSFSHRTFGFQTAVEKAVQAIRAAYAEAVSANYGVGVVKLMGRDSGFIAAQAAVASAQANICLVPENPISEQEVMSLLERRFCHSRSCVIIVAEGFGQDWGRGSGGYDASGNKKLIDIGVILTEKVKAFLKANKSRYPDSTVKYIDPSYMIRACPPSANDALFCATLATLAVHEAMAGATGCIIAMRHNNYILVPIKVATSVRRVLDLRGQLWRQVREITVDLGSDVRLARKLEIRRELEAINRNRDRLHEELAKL
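Compounds were pin-transferred as a titration series up to 57 uM into substrate buffer (0.5 mM F6P, 0.1 mM ATP, pH 8.0), then 1.25 nM PFK was added and reactions ran 45 min before ADP-Glo detection.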
ELG1 DNA repair: ELG1-dependent DNA repair inhibition. AID 504467. HEK293T ELG1-luciferase reporter, luminescence, 16 h; DNA damage induced by 5-fluorouridine. Potency, µM (doses to about 46.1 µM), without a hit: at the highest dose activity change, negative = inhibition, actives largely listed as inhibitors. hit rate 2.3% among 330,000; further: potency means the concentration at half of the fitted maximal effect; on the % scale 0 is the no-effect control and ±100 the full control effect; nearly all actives have a fitted effect of over 55% in size
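Cells (2,000 per well) received 5-fluorouridine plus test compound or DMSO and were incubated 16 hr at 37 °C, 5% CO2. Luciferase activity was read by luminescence 30 min after ONE-Glo addition; signal suppression marked inhibition of damage-induced ELG1 function.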
A-T KAP1 phos: potential ataxia-telangiectasia treatment; […] A-T fibroblasts, KAP-1 phosphorylation AlphaLISA; neocarzinostatin DNA damage 30 min before lysis; hit rate 0.19% among 320,000; Potency, µM (titrated, usually from 57.5 µM), without a hit: top-dose activation, actives largely listed as activators; AID 485349; further: potency means the concentration at half of the fitted maximal effect; % of control where 0% means no effect; nearly all actives have a fitted effect of over 45% in size
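hTERT-immortalized A-T patient fibroblasts ([…]), 500 cells/well in OPTI-MEM, 1% FBS, got compounds for 60 min, then NCS for 30 min at 37C. Lysates were then assayed for phospho-KAP-1 by AlphaLISA (anti-pKAP1 donor, anti-KAP1 acceptor beads), 6 hr at 25C.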
TCR activator: activators of T cell receptors; primary human leukocytes, anti-CD3, IL-2 HTRF, 48 h; Potency, µM (titrated, usually from 9.22 µM), for inactives: top-dose activation of IL-2 secretion, most hits filed as activators; 330,000 tested, under 10 active; AID 504894; further: % of control where 0% means no effect
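Primary human leukocytes incubated 48 hr with anti-CD3 beads plus compound, without co-stimulation. Secreted IL-2 measured by HTRF (europium cryptate/d2 anti-IL-2 pair, 320 nm excitation, 665 nm emission).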
PTAP TSG101 blk: blocks PTAP/TSG101 interaction to inhibit HIV-1 budding; Fluorescence polarization, FITC-PTAP peptide / Tsg101 binding; 340,000 tested, under 10 active; AID 493005; Potency, µM (highest dose often 115 µM), for inactives: at the top dose activity change, negative = inhibition, actives largely listed as inhibitors; active means well fitted inhibition curve with a large enough effect in the main read-out, with a control signal flat, not every such curve was filed as active; inconclusive means small, poorly fitted or top-dose-only effect, or effect the other way, or a change in a side signal; inactive means no such curve, though single readings can be large or run the other way; further: potency means the concentration at half of the fitted maximal effect; % of control where 0% means no effect
Target sequence (Q99816 whole entry, looked up): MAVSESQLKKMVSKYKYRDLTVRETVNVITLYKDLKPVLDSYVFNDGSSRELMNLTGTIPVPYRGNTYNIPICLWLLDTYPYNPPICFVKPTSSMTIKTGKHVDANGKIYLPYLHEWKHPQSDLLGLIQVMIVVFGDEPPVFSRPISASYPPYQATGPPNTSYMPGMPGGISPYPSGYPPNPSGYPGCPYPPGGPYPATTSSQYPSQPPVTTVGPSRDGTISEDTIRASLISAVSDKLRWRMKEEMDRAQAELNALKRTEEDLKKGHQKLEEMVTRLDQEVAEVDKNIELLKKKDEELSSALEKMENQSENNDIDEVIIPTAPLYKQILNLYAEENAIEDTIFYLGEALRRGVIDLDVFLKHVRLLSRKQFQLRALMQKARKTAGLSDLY
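Steps: Tsg101 binding domain dispensed (10 uM final), compounds pinned in DMSO, FITC-labeled PTAP-motif peptide added (50 nM final); after 20 min binding at room temperature, polarization measured.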
Eya2 inh: Eya2 (human) phosphatase inhibition | Potency, µM (highest dose often 76.9 µM), for the others: at the highest dose activity, negative = inhibition, most hits filed as inhibitors | hit rate 0.006% among 330,000 | recombinant Eya2, OMFP fluorescence dephosphorylation (OMFP is methylfluorescein phosphate) | O00167; further: potency means the concentration at half of the fitted maximal effect; on the % scale 0 is the no-effect control and ±100 the full control effect
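Eya2 protein (added as 0.2 uM solution) was preincubated with compound for 10 min at ambient temperature in 50 mM HEPES pH 7.5, 50 mM NaCl, 5 uM MgCl2, 0.05% BSA, 1 mM DTT. OMFP (added at 50 uM) then reacted 10 min; fluorescence read at 485/525 nm.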
Chronic BCR inh: inhibitors of chronic active B-cell receptor signaling. ABC-DLBCL IkBa-CBG/CBR reporter, luminescence ratio, 4 h. Potency, µM (top dose mostly 46.1 µM), for the others: top-dose ratio change, negative = lower green/red ratio, most hits filed as inhibitors. hit rate 0.05% among 340,000. AID 493014; active means well fitted inhibition curve with a large enough effect in the signal ratio, with a control signal flat, not every such curve was filed as active; inconclusive means small, poorly fitted or top-dose-only effect, or effect the other way, or a change in a side signal; the % refers to the signal ratio;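 further: potency means the concentration at half of the fitted maximal effect; plate controls were basal doxycycline-induced cells for no effect and cells given 10 µM MG132 for full effect; MG132 reads +100%, hits lower the ratio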
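Compounds up to 46 uM were incubated four hours with TMD8 cells whose green CBG68 luciferase is fused to IkappaBalpha; red CBR luminescence normalised the signal, and concentration-effect curves were fitted to fusion, red and ratio data.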
Starred values were filed as active, the others as inactive; ? = inconclusive; · = no result given; [ ] = dose if it differs, or a comment. Unless noted, the call rests on the fitted dose curve; in most records, active means well fitted curve in the direction sought with a large enough effect; inconclusive means small, poorly fitted or top-dose-only effect, or another doubt; inactive means no such curve, though single readings can be large; an effect the other way counts as inactive or inconclusive.

Compound,Chronic BCR inh,S-ASM inh,PTAP TSG101 blk,TCR activator,Eya2 inh,TSHR antagonist,A-T KAP1 phos,Integrin act MD,Mito fusion yeast,ELG1 DNA repair,Tb PFK inh
COc1cc(C)ccc1Oc1ncnc(N)c1[N+](=O)[O-],-11%,1%,-2%,-5%,13%,-4,-2%,-1%,10%,-10%,4%
CCc1nnc(NC(=O)C(=O)NCCOC(=O)c2ccccc2)s1,?,-1%,0%,-2%,-4%,-1,-3%,0%,-4%,7%,0%
Cc1ccc(CS(=O)(=O)Cc2ccc(C(=O)NCCCN3CCOCC3)o2)cc1,-8%,4%,-9%,11%,-15%,1,2%,1%,-1%,?,1%
COc1cc(C(=O)Nc2nc3ccc(S(C)(=O)=O)cc3s2)cc(OC)c1C,?,11%,-2%,0%,?,-10,2%,-16%,0%,?,-4%
CNc1nc(SC(C)C(=O)Nc2ccc(Cl)c(Cl)c2)nc(N2CCOCC2)n1 (configuration not stated),1%,3%,1%,1%,-2%,5,1%,8%,4%,-19%,0%
CCCN1C(=O)c2cc(C(=O)NCCc3cccc(C)c3)ccc2C1O (configuration not stated),?,-3%,2%,-1%,2%,-6,9%,-6%,-6%,?,3%
CCCc1c(C(=O)N/N=C/c2ccccc2OCc2ccc(F)cc2)nnn1-c1nonc1N,-2%,3%,-9%,12%,14%,-9,-8%,11%,-1%,?,-4%
N/C(=N\OC(=O)c1cccc(Br)c1)c1ccc([N+](=O)[O-])cc1,5%,0%,-12%,-4%,7%,-5,9%,5%,4%,24%,-5%
CCNC(=S)NNC(=O)c1ccc(OC(F)F)cc1,?,-2%,-1%,-3%,-17%,23,1%,15%,-2%,14%,-1%
O=C1C=C(c2ccc(-c3ccccc3)cc2)C[C@@H](c2ccc(Cl)cc2)C1,-3%,1%,-2%,0%,13%,-4,12%,17%,8%,2%,-9%
CN(c1ccc(C(=O)NCCSCc2ccc(Cl)cc2)cc1)S(=O)(=O)c1ccccc1,8%,-1%,1%,4%[46.1 µM],-4%,?,12%,-36%,8%,?,1%
Cc1ccc(CSc2ncnc3c2cnn3Cc2ccccc2)cc1,-8%,-6%,-2%,3%,-15%,-12,9%,-9%,5%,1%,0%
CN(C(=O)c1ccc(Br)o1)C1CCS(=O)(=O)C1 (configuration not stated),-1%,4%,1%,1%,-8%,-13,-3%,41%,0%,8%,0%
CCOc1ncccc1C(=O)OCC(=O)N1CC(=O)Nc2ccccc21,-1%,-2%,-1%,·,27%,5,-6%,11%,-9%,11%,0%
O=C(CCc1ccccc1)NC(c1cccs1)c1cc(Cl)c2cccnc2c1O (configuration not stated),?,4%,1%,4%,-9%,-12,-7%,-41%,7%,?,10%
COc1ccccc1N(CC(O)CN1CCOCC1)S(=O)(=O)c1ccccc1 (configuration not stated),8%,1%,0%,0%,1%,-9,-2%,-28%,28%,-1%,10%
CCCOc1ccc(C2NC(=O)NC(c3ccccc3)=C2C(C)=O)cc1OCC (configuration not stated),?,-1%,-9%,-4%,6%,13,0%,12%,2%,5%,-1%
CC(=O)N1CCc2c(sc3c2c(=O)n(Cc2ccccc2)c(=O)n3CC(=O)NCC2CCCO2)C1 (configuration not stated),23%,0%,-3%,6%,-13%,-2,8%,-4%,-1%,?,3%
O=C(CCc1ccccc1)N/N=C/c1cccc(O)c1,?,-13%,1%,0%,3%,-4,1%,13%,-8%,-9%,-2%
CCc1noc(C)c1C(=O)Nc1cc(S(=O)(=O)N2CCOCC2)ccc1OC(C)C,?,3%,-3%,6%,-16%,-4,9%,-3%,9%,-14%,-1%

Continued:
Compound,Chronic BCR inh,S-ASM inh,PTAP TSG101 blk,TCR activator,Eya2 inh,TSHR antagonist,A-T KAP1 phos,Integrin act MD,Mito fusion yeast,ELG1 DNA repair,Tb PFK inh
COc1cc(NC(=O)Cc2ccccc2)ccc1NC(=O)c1ccccc1,8%,1%,0%,-1%,8%,-21,-1%,0%,1%,-22%,-6%
O=C(NCCc1ccccc1)c1ccc(-c2ccccc2C(F)(F)F)o1,-6%,-7%,-7%,-2%,-1%,0,24%,-2%,26%,24%,0%
CC[C@]12c3[nH]c4cc(CCC(=O)N(C)C)ccc4c3CCN1C(=O)[C@@H](CC(=O)NCC13CC4CC(CC(C4)C1)C3)C[C@@H]2C(=O)N1CCN(C(=O)C2CC2)CC1,?,-1%,-1%,-1%[46.1 µM],-5%,29,17%,1%,·,?,1%
Cc1cccc(N(C(=O)CCC(=O)Nc2ccccn2)C(C(=O)NC(C)C)c2ccc(O)cc2)c1 (configuration not stated),6%,-4%,-8%,1%,-7%,2,-4%,0%,-5%,-2%,-4%
Cc1c(Cl)cccc1NC(=S)N1CCC(C(N)=O)(N2CCCCC2)CC1,0%,-1%,0%,8%,2%,-4,11%,-20%,5%,-10%,-2%
COc1ccc(S(=O)(=O)N2CCC3(CC2)OCCN3S(=O)(=O)c2cccs2)cc1OC,-4%,0%,-1%,-6%,-21%,6,-1%,-6%,-1%,?,2%
Cn1c(SCCN2CCOCC2)nc2sc3c(c2c1=O)CCCC3,2%,-3%,-2%,5%,13%,-5,17%,31%,0%,?,2%
O=C(c1ccc(CSc2ccc(Cl)cc2)cc1)N1CCOCC1,-7%,-3%,-8%,-3%,6%,-25,6%,-44%,20%,-10%,-5%
CC(=O)Nc1ccc(S(=O)(=O)Nc2cccc(-c3nc4ccccc4o3)c2)cc1,?,-21%,-4%,-1%,-8%,-24,10%,-6%,1%,?,0%
NC(=O)[C@@H]1CCCNc2c(F)cc([N+](=O)[O-])cc2C(=O)N[C@@H](CO)C(=O)NCC(=O)N1,2%,-7%,1%,1%,4%,11,-6%,1%,-6%,3%,-4%
CC1(C)Cc2noc(N)c2C(C)(C)N1OC(=O)c1cccs1,5%,-2%,-7%,2%,-20%,-6,2%,-24%,-5%,-1%,-6%
N#CCCN(CCC#N)C(=O)C1c2ccccc2Oc2ccccc21,-1%,2%,-2%,0%,3%,0,-3%,7%,1%,1%,0%
COc1ccc(Cc2nc3ccc(C(=O)NCCc4ccccn4)cc3o2)cc1OC,?,3%,1%,-14%,-8%,18,-8%,-30%,-1%,-22%,-12%
CCOC(=O)Nc1ccc2c(COC(=O)c3ccccc3O)cc(=O)oc2c1,10%,28%,-1%,-9%,2%,1,-2%,-46%[inhibitor],5%,29%,0%
C=CCn1c(=S)[nH]c2scc(-c3ccc(C)o3)c2c1=O,9%,-2%,-1%,3%,3%,-9,1%,3%,16%,?,?
CCCC(=O)NCC(c1cccs1)S(=O)(=O)c1ccc(Cl)cc1 (configuration not stated),3%,2%,0%,-4%,0%,9,4%,6%,0%,17%,1%
COC(=O)c1ccc(NC(=O)CSc2nnc(-c3ccncc3)n2N)cc1,?,6%,-6%,7%,-13%,29,13%,17%,-5%,0%,3%
Cn1cc(CNCCN2CCCCC2=O)c(-c2cccc(Cl)c2)n1,3%,3%,-3%,-5%,3%,0,0%,4%,-3%,5%,1%
O=S(=O)(c1ccc(NCc2ccccc2)cc1)N1CCOCC1,3%,0%,-9%,-2%,-3%,8,-1%,15%,-1%,?,-2%
COCCOC(=O)c1c(NC(=O)CN2CCCc3ccccc32)sc(C(N)=O)c1C,0%,4%,-1%,-2%[46.1 µM],-1%,-7,0%,2%,12%,7.3µM*,-6%
CO[C@H]1CC[C@@]2(C)[C@@H](CC[C@@H]3[C@@H]2CC[C@@]2(C)[C@H]3C[C@H](C(=O)O)O[C@]23CCCO3)C1,-5%,-1%,-7%,-2%[46.1 µM],7%,-9,6%,14%,·,16%,-4%
CNC(=O)c1c(NC(=O)c2ccc3ncsc3c2)sc(C)c1C,?,5%,1%,3%,0%,-3,-6%,-15%,26%,-24%,-2%
CC1CCN(C(c2ccccc2)c2nnnn2C(C)(C)C)CC1 (configuration not stated),?,-1%,-3%,6%,2%,21,9%,-21%,-1%,1%,-6%
